Bioassay records deposited in PubChem BioAssay by several laboratories.
sEH inhibitor: blocks human soluble epoxide hydrolase activity; recombinant human sEH enzymatic activity assay; inhibition, % at 2 µM; 91,000 tested, 0.34% active; AID 707; in the data active means inhibition above about 80%; further: values of inactives mirror those of a sister screen read the other way; many of its hits are not listed in these tables
Target sequence (P34913 whole entry, looked up): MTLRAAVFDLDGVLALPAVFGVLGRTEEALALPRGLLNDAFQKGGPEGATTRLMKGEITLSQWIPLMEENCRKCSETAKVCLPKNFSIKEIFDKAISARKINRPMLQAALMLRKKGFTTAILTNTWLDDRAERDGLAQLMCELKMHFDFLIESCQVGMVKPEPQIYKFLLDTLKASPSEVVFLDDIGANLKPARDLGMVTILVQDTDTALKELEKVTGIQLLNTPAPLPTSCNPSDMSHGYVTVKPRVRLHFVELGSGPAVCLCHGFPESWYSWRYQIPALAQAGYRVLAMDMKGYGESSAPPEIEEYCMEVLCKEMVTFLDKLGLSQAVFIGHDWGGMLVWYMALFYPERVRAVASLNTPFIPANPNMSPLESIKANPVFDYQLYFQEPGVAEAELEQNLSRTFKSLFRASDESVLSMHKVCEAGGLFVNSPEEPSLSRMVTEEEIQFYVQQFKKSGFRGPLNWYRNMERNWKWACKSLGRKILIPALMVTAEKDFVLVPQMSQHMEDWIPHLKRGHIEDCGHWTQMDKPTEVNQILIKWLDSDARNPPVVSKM
S1P2 ag: activates the human S1P2 receptor; activation, % at 4.5 µM; S1P2-expressing cell line, agonist reporter read-out; O95136; 97,000 tested, 0.46% active; in the data active means activation above about 16%;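 further: 0% = vehicle low control and 100% = maximal reference agonist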
Target sequence (O95136 whole entry, looked up): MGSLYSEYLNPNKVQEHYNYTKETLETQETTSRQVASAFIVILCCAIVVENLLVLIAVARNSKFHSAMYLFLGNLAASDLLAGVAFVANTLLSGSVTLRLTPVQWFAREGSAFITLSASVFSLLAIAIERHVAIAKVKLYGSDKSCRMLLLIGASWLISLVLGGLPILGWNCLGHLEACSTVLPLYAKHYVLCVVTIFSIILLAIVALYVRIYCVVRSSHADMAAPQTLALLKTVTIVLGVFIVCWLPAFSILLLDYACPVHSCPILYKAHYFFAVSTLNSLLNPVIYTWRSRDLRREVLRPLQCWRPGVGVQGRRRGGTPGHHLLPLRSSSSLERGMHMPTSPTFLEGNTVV
PostGolgi ctrl: growth of the yeast control strain, post-Golgi counter-screen; efflux-deficient yeast background strain, growth absorbance A615, 16 h; inhibition, % at 10 µM; 98,000 tested, 5% active; AID 738; in the data active means inhibition above about 30%
H69AR inhibit: growth inhibitors of human H69AR lung tumor cells. H69AR lung tumor viability, ATP luminescence, 72 h; hits give low values. viability, % at 10 µM. 85,000 tested, 6% active. AID 598;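 active means viability at or below 40%; inactive means viability above 40%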;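 further: multidrug resistant small cell line overexpressing MRP-1 efflux transporter; 100% = mean luminescence of untreated control wells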
sEH act: soluble epoxide hydrolase (human) activation; P34913; AID 717; 91,000 tested, 0.04% active; purified human sEH enzymatic activity, activator screen; activation, % at 2 µM; in the data active means activation above about 37%; further: values of inactives mirror those of a sister screen read the other way
LYP act: activators of human LYP (PTPN22) phosphatase; recombinant LYP, DiFMUP fluorescence; 0 = plate median, 100 = signal doubled; activation, % at 2 µM; 96,000 tested, 0.11% active; AID 697;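 active means activation at 2 µM above a set limit, the mean plus 5 SD, cut at about 37% in these data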
HUVEC inhibit: inhibitors of human endothelial cell proliferation | HUVEC proliferation, CellTiter-Glo luminescence, 72 h; hits give low values | viability, % at 10 µM (by protocol) | 86,000 tested, 1.1% active | AID 648;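 active means viability at or below 30%; inactive means viability above 30%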;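 further: 100% = median luminescence of DMSO-only cell control wells on each plate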
S1P2 antag: S1P2 (human) receptor antagonism; O95136; cell-based S1P2 antagonist assay, inhibition at 5 uM; inhibition, % at 5 µM; 97,000 tested, 0.21% active; in the data active means inhibition above about 45%;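 further: CRE beta-lactamase reporter cells expressing human S1P2 stimulated with S1P; 0% = agonist at EC80 alone and 100% = agonist plus reference antagonist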
Fibroblast inh: blocks proliferation of human lung fibroblasts; LL 47 human lung fibroblast viability, ATP luminescence; hits give low values; viability, % at 10 µM; 85,000 tested, 1.1% active; AID 719;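 active means viability at or below 50% in the single dose screen; inactive means viability above 50%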;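 further: compound exposure lasted 72 h before the ATP readout; 100% = median luminescence of untreated cell-only wells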
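Signal: luminescent ATP detection, CellTiter-Glo; assay system: LL 47 human lung fibroblasts; input: 1,150 cells/well; incubation: overnight cell rest, 72 h compound treatment at 37 °C; measure: % viability versus median cells-only luminescence; medium: IMEM growth medium with 15% fetal bovine serum; dosing: compound addition at 0.1% DMSO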
Numbers without * were called inactive; · = no result given. Only part of the results is shown; rates above refer to the full screens.

no.	SMILES	LYP act	S1P2 ag	H69AR inhibit	Fibroblast inh	HUVEC inhibit	S1P2 antag	sEH act	PostGolgi ctrl	sEH inhibitor
1	CN(C)C(=O)N1CCN(C(=O)N(C)C)CC1	3.7	-3.3	96.5	94.7	100.2	17.8	22.6	-0.5	-22.3
2	O=C(c1ccc2c(c1)OCO2)N(CC1CCCO1)C1(C(=O)NC2CCCCC2)CCCCC1 (configuration not stated)	-2.9	-5.7	·	·	·	-23.1	3.9	1.4	-6.3
3	CC1Cc2ccccc2N1C(=O)c1ccc2snnc2c1 (configuration not stated)	6.3	-7.1	95.6	95.0	112.4	14.0	10.3	-3.6	-10.8
4	Cc1ccsc1C(=O)N(c1nc2ccccc2s1)c1c(C)cccc1C	9.1	5.9	93.1	93.3	90.6	8.4	2.8	18.4	0.8
5	Cc1ccc(S(=O)(=O)Cc2ccc(C(=O)N3CCN(c4ccccn4)CC3)o2)cc1	-1.6	-1.3	77.0	105.2	97.4	-3.2	2.1	5.0	0.1
6	Cc1ccc(S(=O)(=O)Nc2cc(C(=O)O)ccc2N2CCCCC2)cc1	-6.9	-0.7	98.3	109.0	104.0	-3.0	-4.1	-1.2	4.0
7	O=Nc1c2nc3ccccc3n(O)c-2c2ccccc12	-11.1	-3.5	52.4	·	86.2	-7.9	·	22.9	·
8	NCCc1nnc(SCC(N)=O)o1	6.4	-3.5	·	·	·	0.8	-0.4	6.6	1.3
9	CCc1cccc(CC)c1-n1c(SCc2cc(=O)n3ccsc3n2)nnc1-c1cccnc1	-2.9	0.9	50.4	93.6	84.0	-13.1	·	16.5	·
10	Cc1cccc(C(C)C)c1NC(=O)CSc1nncn1C	-0.7	-1.5	·	·	·	-0.3	-2.3	6.8	3.7
11	O=C(CNCC1CCCO1)N1CCN(S(=O)(=O)c2ccc3ccccc3c2)CC1 (configuration not stated)	-9.0	-1.1	·	·	·	11.8	3.2	-5.0	-1.6
12	COc1cc(NC(=O)CCCC(=O)OCC(F)(F)C(F)F)nc(OC)n1	-6.5	-3.9	109.4	94.5	94.3	3.7	8.7	9.6	-9.1
13	CC1CCCCN1S(=O)(=O)c1coc(C(N)=O)c1 (configuration not stated)	-1.7	-3.1	102.1	97.6	98.2	-26.6	-4.2	-3.2	6.3
14	c1ccc(CC2CCN(c3nc4ccccc4n4cnnc34)CC2)cc1	-6.5	-5.5	91.2	109.4	69.9	-5.6	5.6	27.1	-7.7
15	CCOC(=O)c1ccc(NC(=O)CSc2nnc(C)n2-c2ccccc2)cc1	·	·	89.8	103.7	86.2	·	·	0.5	·
16	O=C1CCN(C(=O)Nc2ccccc2)N1	1.7	-4.4	·	·	·	7.4	-1.7	1.8	2.7
17	COC(=O)C1=C(C)NC(C)=C(C(=O)OC)C1c1cc2ccc(C)cc2[nH]c1=O	-1.0	-10.0	20.4*	79.3	69.0	-4.4	-1.6	11.6	2.1
18	Cc1noc(/C=C/N(C)C)c1S(=O)(=O)N1CCCC(C(=O)NCc2ccco2)C1 (configuration not stated)	-10.1	-9.4	101.2	96.2	104.2	-5.7	-1.2	3.9	4.7
19	CCOc1ccc(NC(=O)CCN2CCN(c3ccccc3)CC2)cc1	4.0	0.2	104.0	97.8	92.9	-0.6	3.8	1.4	-2.4
20	S=c1[nH]nc(-c2ccccc2Cl)n1CC1CCCO1 (configuration not stated)	-7.3	-1.8	95.3	95.5	98.8	-0.8	12.0	4.1	-8.2
21	N#Cc1cc(-c2ccccc2)oc1/N=C/c1ccccc1O	5.0	-3.2	·	·	·	19.2	0.2	0.5	2.1
22	O=C(CSc1ncc(-c2ccc(F)cc2)[nH]1)NCc1ccco1	-5.3	-5.0	89.5	93.9	93.0	-3.1	-2.8	4.1	3.2
23	CCOC(=O)N1CCC(N2CCN(S(=O)(=O)c3ccc(Cl)cc3)CC2)CC1	27.5	-5.1	26.8*	98.1	100.1	-14.9	24.4	8.2	-27.3
24	CCc1nnc(NC(=O)C2CCCN2S(=O)(=O)c2ccc(C)cc2)s1 (configuration not stated)	3.2	-2.8	98.8	96.3	109.7	18.4	0.0	7.9	-2.0
25	Nn1c(Cc2ccccc2F)nnc1SCn1nnc2ccccc2c1=O	6.2	-3.9	96.2	103.6	102.9	20.1	·	5.0	·

Reprinted at random: two compounds from above.
no.	SMILES	LYP act	S1P2 ag	H69AR inhibit	Fibroblast inh	HUVEC inhibit	S1P2 antag	sEH act	PostGolgi ctrl	sEH inhibitor
24	CCc1nnc(NC(=O)C2CCCN2S(=O)(=O)c2ccc(C)cc2)s1 (configuration not stated)	3.2	-2.8	98.8	96.3	109.7	18.4	0.0	7.9	-2.0
19	CCOc1ccc(NC(=O)CCN2CCN(c3ccccc3)CC2)cc1	4.0	0.2	104.0	97.8	92.9	-0.6	3.8	1.4	-2.4

(further entries)
no.	SMILES	LYP act	S1P2 ag	H69AR inhibit	Fibroblast inh	HUVEC inhibit	S1P2 antag	sEH act	PostGolgi ctrl	sEH inhibitor
26	Cc1cc(C)nc(SCCN2CCOCC2)n1	6.4	-0.9	101.5	99.0	99.9	13.7	14.0	0.6	-18.1
27	O=[N+]([O-])c1cccnc1N1CCC(c2cc(-c3ccc(Cl)cc3)n[nH]2)CC1	2.8	-7.5	97.6	93.5	47.5	-3.7	15.6	68.8*	-16.9
28	Cn1c(=O)c2c(nc(Oc3ccccc3)n2C)n(C)c1=O	0.0	-8.5	96.7	96.3	89.8	-5.7	11.7	-7.5	-9.1
29	CCOC(=O)CN(C(=O)CSc1nnc(CNc2ccc(C)cc2C)n1CC)c1ccccc1	5.1	-2.5	93.1	101.2	91.3	31.1	2.3	-14.0	-0.9
30	Clc1ncccc1-c1nc2ccccc2n1Cc1ccccc1	-10.1	-1.4	·	·	·	9.3	14.0	2.9	-11.5
31	Cc1cc(=O)c2ccccc2s1	5.5	-9.9	96.3	105.0	105.2	-8.8	12.2	11.1	-11.6
32	Cc1cccc(NC(=O)C2c3ccccc3C(=O)N3CCc4ccccc4C23)n1 (configuration not stated)	-0.7	-4.1	84.2	90.0	108.3	5.5	-7.6	3.1	6.0
33	CCOC(=O)CN1C(=O)C(O)=C(C(C)=O)C1c1ccc([N+](=O)[O-])cc1 (configuration not stated)	1.0	-4.1	93.6	107.0	110.2	3.5	1.3	-0.3	1.1
34	COC(=O)C1=C(C)NC(=O)/C1=C\c1cc(C)n(-c2cccc(C)c2)c1C	-11.2	1.8	101.1	96.2	83.5	-21.4	12.6	12.6	-12.4
35	O=C(CSc1nnc(-c2ccco2)o1)N1c2ccccc2CCc2ccccc21	-8.4	-2.6	76.5	105.9	104.8	-0.8	-3.9	8.9	7.5
36	COC(=O)c1ccc2c(c1)NC(=O)C(N1CCOCC1)S2 (configuration not stated)	-5.9	-6.6	·	·	·	8.1	7.7	13.7	-8.8
37	CC1=C(C(=O)Nc2ccc(F)cc2)C(c2ccncc2)C2=C(CCCC2=O)N1 (configuration not stated)	-2.0	-3.2	98.3	98.4	99.2	13.8	-1.4	4.7	-0.4
38	CCCC(C)C(=O)Nc1nc(C)c(-c2csc(Nc3cc(OC)ccc3OC)n2)s1 (configuration not stated)	-3.2	-10.5	·	·	·	4.5	-18.7	20.9	19.3
39	C=CCOc1ccc(NC(=O)C2CC(=O)N(C(C)C)C2)cc1 (configuration not stated)	1.3	-2.7	·	113.4	92.8	-2.7	8.9	2.1	-11.0
40	O=C(Nc1ccncc1)Nc1ccccn1	5.7	-4.4	106.5	100.7	114.2	13.3	-0.2	-3.2	2.6
41	COc1cccc(S(=O)(=O)Nc2ccc(C(=O)N3CCOCC3)cc2)c1	6.6	-2.9	98.6	101.9	78.5	2.3	14.4	0.5	-15.2
42	COc1ccc(C2=CSC3=C(C(=O)c4cccc(S(=O)(=O)N(C)C)c4)CCN23)cc1	-3.6	-5.3	72.4	100.6	94.4	-5.2	-12.7	-1.8	11.5
43	Cc1cc(NC(=O)CSc2nnc(C(C)N(C)C)n2Cc2ccccc2)no1 (configuration not stated)	·	·	91.5	93.9	91.7	·	·	5.2	·
44	Cc1c(NS(=O)(=O)c2ccc3c(c2)c(=O)n(C)c(=O)n3C)c(=O)n(-c2ccccc2)n1C	1.5	-1.7	86.1	108.0	97.8	14.6	11.9	9.1	-8.8
45	Cc1nnc(NC(=O)c2cc3n(n2)C(C(F)(F)F)CC(C2CC2)N3)s1 (configuration not stated)	-3.6	-5.0	97.3	100.5	99.2	11.3	0.3	4.7	0.9
46	Cc1cc(Cl)ccc1OCC(=O)N/N=C1\CCCc2ccccc21	-3.1	-4.9	·	·	·	4.5	-72.1	-3.6	71.3
47	CCOC(=O)CC(=O)CSc1nc2c(cc1C#N)CCCCC2	12.0	-6.4	84.8	97.0	83.5	-6.8	1.5	3.4	-0.2
48	CCc1ccc(CC)c(S(=O)(=O)Nc2ccc(O)c(C(=O)O)c2)c1	23.0	-2.3	84.3	99.2	100.5	-18.5	-2.2	4.2	7.2
49	COc1nnc(-c2ccc(N3CCOCC3)c(NC(=O)c3ccco3)c2)c2ccccc12	5.8	0.3	81.5	85.8	84.5	-37.0	6.3	20.1	-2.4
50	COc1cccc(NC(=O)c2cccnc2)c1	-3.4	-3.1	88.0	101.5	86.2	2.8	2.4	4.4	-1.2

Grouped by structure, those above containing a COOH group.
no.	SMILES	LYP act	S1P2 ag	H69AR inhibit	Fibroblast inh	HUVEC inhibit	S1P2 antag	sEH act	PostGolgi ctrl	sEH inhibitor
6	Cc1ccc(S(=O)(=O)Nc2cc(C(=O)O)ccc2N2CCCCC2)cc1	-6.9	-0.7	98.3	109.0	104.0	-3.0	-4.1	-1.2	4.0
48	CCc1ccc(CC)c(S(=O)(=O)Nc2ccc(O)c(C(=O)O)c2)c1	23.0	-2.3	84.3	99.2	100.5	-18.5	-2.2	4.2	7.2

The list goes on.
no.	SMILES	LYP act	S1P2 ag	H69AR inhibit	Fibroblast inh	HUVEC inhibit	S1P2 antag	sEH act	PostGolgi ctrl	sEH inhibitor
51	O=c1c2[nH]c3ccc(F)cc3c2ncn1CCCn1ccnc1	5.9	-5.2	70.1	90.2	82.4	8.1	-4.1	7.9	3.8
52	CCCCn1c(CN2CCN(C(=O)c3ccco3)CC2)nc2c1c(=O)n(C)c(=O)n2C	·	·	61.0	92.9	89.0	·	·	-9.7	·
53	COC(=O)c1cccc(S(=O)(=O)N2CCC(n3nnc4cc(F)ccc43)CC2)c1	8.8	-5.8	·	107.1	80.5	-24.1	10.5	-1.1	-12.6
54	O=C(NC(Cc1ccc(F)cc1)C(=O)O)c1ccccc1 (configuration not stated)	27.5	-0.5	94.5	103.4	98.8	-7.3	0.3	7.5	3.9
55	COc1ccc(Nc2ncnc3c2cnn3Cc2ccc(C)cc2)cc1	-7.8	-4.8	93.2	96.9	100.3	-6.6	-19.2	18.1	15.6
56	Cc1ccc2oc(=O)c3cnn(CC(=O)N4CCCCC4C)c3c2c1 (configuration not stated)	·	·	72.8	96.2	100.1	·	·	8.5	·
